Screens deposited in PubChem BioAssay by several laboratories.
GalR3 antag: blocks the human galanin receptor 3. 0.44% of 360,000 active. HEK293 GalR3-CNG cAMP membrane potential fluorescence; galR3 body fused to GalR1 C-terminus. inhibition, % at 3 µM;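 active = inhibition above the screen-wide average plus 3 SD, cut at about 13% in these data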;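 note: forskolin and galanin both at EC90 stimulate the cells; cAMP rise reported by CNG channel membrane potential dye signal; 0% = forskolin plus galanin with DMSO and 100% = forskolin alone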
Target sequence (O60755 1-299 limits assumed): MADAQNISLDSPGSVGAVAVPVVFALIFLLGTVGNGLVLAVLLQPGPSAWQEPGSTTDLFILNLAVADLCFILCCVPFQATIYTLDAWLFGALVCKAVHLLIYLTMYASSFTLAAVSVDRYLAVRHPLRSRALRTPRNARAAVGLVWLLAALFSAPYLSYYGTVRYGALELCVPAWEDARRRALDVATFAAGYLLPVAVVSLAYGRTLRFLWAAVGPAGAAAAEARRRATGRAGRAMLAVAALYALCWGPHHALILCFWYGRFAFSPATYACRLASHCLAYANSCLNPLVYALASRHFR
FID counter: fluorescent intercalator displacement, NS3 helicase counter-screen. DNA fluorescent intercalator displacement, fluorescence. inhibition, % at 7.9 µM. 0.17% of 290,000 active; in the data active = inhibition above about 37%;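 note: 0% = vehicle and 100% = reference compound; higher means more ethidium bromide displaced from hairpin DNA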
NS3 helicase inh: HCV NS3 helicase inhibition | inhibition, % at 10.9 µM | 0.56% of 290,000 active | AID 1800 | NS3 helicase DNA unwinding, Cy5 molecular beacon fluorescence;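 active = inhibition above the mean of all tested compounds plus 3 SD, set per campaign, cut at about 35% in these data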;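 note: 0% = DMSO wells and 100% = thioflavine S control wells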
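Measured by: Cy5 fluorescence, 0 and 60 min reads / Assay system: NS3 helicase fragment of HCV / Control set: low DMSO, high thioflavine S at 110 µM / Times: 1 h reaction at 25 °C, ATP-initiated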
IMP-1 inh: inhibitors of Pseudomonas aeruginosa IMP-1 metallo-beta-lactamase; purified IMP-1, nitrocefin hydrolysis, epi-absorbance fluorescence; inhibition, % at 5.6 µM; AID 1556; 0.45% of 290,000 active;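 active = inhibition above the mean plus 3 SD of all compounds in the same screening run, cut at about 4.5% in these data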;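 note: 0% = IMP-1 with DMSO and 100% = DMSO wells lacking enzyme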
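System: purified recombinant IMP-1 beta-lactamase. Medium: Zinc- and detergent-supplemented HEPES buffer, pH 7.1. Compound: one 5.6 µM dose […]. Schedule: 15 min preincubation plus 25 min reaction at 25 °C. Technique: Epi-absorbance fluorescence, 480 nm excitation, 530 nm emission.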
GPR7 antagonist: blocks human GPR7 receptor signaling; P48145; GPR7-expressing cells, fluorescence antagonist assay; inhibition, % at 4.4 µM; 1.1% of 290,000 active; AID 1861; in the data active = inhibition above about 16%, passing the limit was not always enough;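 note: cells stimulated with the agonist NPW; 0% = agonist with vehicle and 100% = vehicle without agonist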
OXTR agonist: activates the human oxytocin receptor; P30559; CHO-OTR cells, Fluo-8 calcium fluorescence; normalized: DMSO 0%, oxytocin 100%; activation, % at 3 µM; 0.32% of 320,000 active; AID 2435;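 active = activation above the mean of all tested compounds plus 3 SD, cutoff set per screening run, cut at about 20% in these data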;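 note: peak over basal fluorescence ratio from a 100 s FLIPR kinetic read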
Target sequence (P30559 whole entry, looked up): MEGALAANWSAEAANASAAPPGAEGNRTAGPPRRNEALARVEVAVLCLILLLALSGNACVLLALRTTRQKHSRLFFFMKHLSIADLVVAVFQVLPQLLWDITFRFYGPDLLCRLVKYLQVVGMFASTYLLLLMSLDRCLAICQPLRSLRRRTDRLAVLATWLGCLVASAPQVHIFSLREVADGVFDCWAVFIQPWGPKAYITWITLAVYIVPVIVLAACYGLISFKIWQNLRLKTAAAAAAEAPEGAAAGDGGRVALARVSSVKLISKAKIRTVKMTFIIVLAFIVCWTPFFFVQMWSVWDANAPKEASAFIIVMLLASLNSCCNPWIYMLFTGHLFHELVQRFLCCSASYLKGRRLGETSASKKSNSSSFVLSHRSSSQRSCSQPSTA
V1R ag counter: activates human V1a receptor in oxytocin agonist counter-screen | P37288 | CHO-V1R cells, Fluo-8 calcium fluorescence, agonist mode; 0% DMSO, 100% 3 nM vasopressin | activation, % at 3 µM | 0.25% of 320,000 active;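 active = activation above the mean activation of all tested compounds plus 3 SD, per screening run, cut at about 20% in these data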;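 note: signal is peak over basal fluorescence ratio across a 100 second FLIPR read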
VIM-2 inh: inhibitors of Pseudomonas aeruginosa VIM-2 metallo-beta-lactamase | inhibition, % at 5.6 µM | 0.89% of 290,000 active | purified VIM-2, nitrocefin hydrolysis, epi-absorbance fluorescence;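 active = inhibition above the mean of all tested compounds plus 3 SD, cutoff set per screening run, cut at about 7.5% in these data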;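 note: red hydrolysis product quenches plate fluorescence so inhibitors raise well fluorescence; 0% = enzyme with DMSO and 100% = DMSO without enzyme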
PHOSPHO1 block: inhibitors of human PHOSPHO1 phosphatase; Q8TCT1; recombinant PHOSPHO1, absorbance phosphatase assay; inhibition, % at 13.3 µM; 1.1% of 290,000 active; AID 1565; in the data active = inhibition above about 60%
Target sequence (Q8TCT1 whole entry, looked up): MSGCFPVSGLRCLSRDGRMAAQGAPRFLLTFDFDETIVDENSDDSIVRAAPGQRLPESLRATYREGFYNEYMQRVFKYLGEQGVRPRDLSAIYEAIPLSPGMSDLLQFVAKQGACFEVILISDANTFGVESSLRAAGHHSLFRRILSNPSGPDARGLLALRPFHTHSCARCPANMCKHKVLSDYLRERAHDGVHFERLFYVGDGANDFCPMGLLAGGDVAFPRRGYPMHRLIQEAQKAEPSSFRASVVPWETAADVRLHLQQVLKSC
The depositor's hits bear a star; . = no result given.

Value order – GalR3 antag	FID counter	NS3 helicase inh	IMP-1 inh	GPR7 antagonist	OXTR agonist	V1R ag counter	VIM-2 inh	PHOSPHO1 block
COCCn1c(-c2ccc(-c3ccc([N+](=O)[O-])cc3Br)o2)nc2c1c(=O)[nH]c(=O)n2CC(C)C
→ -2	-3	18	-1.0	-5	-0.3	0.1	-1.6	37
N#C/C(=C\Nc1ccccc1SC(F)(F)F)c1nc(-c2ccccc2)cs1
→ -4	-5	7	-1.7	-10	-0.8	1.3	-0.6	-1
O=C(CSc1nnc(CCCO)n1-c1ccccc1)NCCc1ccccc1
→ 1	-15	-2	-1.1	-11	-0.8	0.0	0.5	11
CC(NS(=O)(=O)c1ccccc1)C(c1cccs1)N1CCOCC1 (stereo unspecified)
→ .	-8	4	-2.0	-6	-0.2	-0.7	-2.8	-9
Nc1ccccc1S(=O)(=O)NCCCCc1ccccc1
→ -11	-15	2	-2.4	4	-1.2	1.4	-2.3	.
CCOc1ccccc1N(CC(=O)Nc1ccccc1C(=O)O)S(C)(=O)=O
→ -5	-22	5	2.9	-10	0.0	0.4	-3.3	7
CCOc1c(C)cnc2c1c(=O)n(Cc1ccccc1F)c(=O)n2C
→ -4	-25	29	-4.8	-4	-2.8	-1.7	-3.8	4
Cc1ccc2c(Cl)c(C(=O)NCC3CCCO3)sc2c1 (stereo unspecified)
→ -7	-16	1	-2.9	3	-0.5	-0.9	0.0	42
O=C(/C=C/c1ccc(O)cc1)OCc1occc(=O)c1O[C@@H]1OC(CO)[C@@H](O)[C@H](O)[C@@H]1O (stereo partly specified)
→ -4	-6	0	-2.6	1	0.2	0.3	-3.5	1
OCCNCc1c(OCc2ccc(Cl)cc2)ccc2ccccc12
→ -14	21	-64	-4.9	23	30*	30*	-0.9	28
COc1ccc(C(c2c(NC(=O)c3ccccc3)sc(C)c2C)N2CCN(CCO)CC2)cc1 (stereo unspecified)
→ -1	24	-72	-1.3	5	3.3	1.8	-2.6	-27
Cc1cc(SCC#N)n2nc(C)c(-c3ccc(Cl)cc3)c2n1
→ -2	2	19	-3.3	0	-1.6	-0.1	-1.8	12
CNS(=O)(=O)c1cccc(C(=O)OCc2cc(Cl)cc3c2OCOC3)c1
→ 0	-22	-14	-3.1	-3	2.1	8.4	-0.7	-8
CC(C)(C)c1cc(CCC(=O)NN)cc(C(C)(C)C)c1O
→ -6	-23	-5	-1.8	-22	-1.4	-0.9	-3.1	-19
CCN(CC)S(=O)(=O)c1ccc(N2CCCC2)c(NC(=O)C2CCCCC2)c1
→ -6	-36	10	-2.4	1	-1.9	-1.5	-4.3	28
Cc1ccc(NC(=O)NC2CCCCCCC2)c(C)c1
→ -3	-10	8	0.1	-10	.	.	-0.5	27
CCn1ncc(NC(=S)Nc2ccc(OC)c(OC)c2)c1C(N)=O
→ -7	7	5	-3.0	-3	-0.6	0.9	-3.0	-15
COc1ccc(CC2S/C(=C(\C#N)C(=O)NCc3ccco3)N(c3ccc(C)cc3)C2=O)cc1 (stereo unspecified)
→ -2	-34	4	-2.0	7	0.9	-0.7	0.5	-16
CCC(C)NC(=O)Cn1c(=O)n(-c2ccccc2)c(=O)c2ccc(C(=O)NCc3ccco3)cc21 (stereo unspecified)
→ -5	-11	5	-2.6	-13	0.5	0.5	-1.4	24
O=C1OCCC1Sc1nnc(-c2cccnc2)n1-c1ccccc1F (stereo unspecified)
→ -1	-12	0	-2.5	-6	-0.3	1.9	-0.1	-8
CCOC(=O)N1CCN(C(=O)c2ccc(Cl)c(S(=O)(=O)N3CCCC3)c2)CC1
→ -2	-33	12	-2.4	-18	-0.4	-0.1	-1.6	37
CCOc1ccc(OCC)c(NC(=O)CN(C)S(=O)(=O)c2cnc[nH]2)c1
→ -1	-6	3	2.0	2	-1.1	-0.3	-0.8	-18
O=c1c2c3c(sc2nc2n1CCC2)CCCC3
→ -5	-2	4	-2.4	-18	-0.3	0.0	3.2	10
O=C(Nc1ccc(CN2CCOCC2)cc1)c1ccc(N2CCCC2)c([N+](=O)[O-])c1
→ -4	9	-23	-2.6	-8	1.5	2.0	-0.9	1
CSc1nc2nc3c(c(=O)n2[nH]1)CN(Cc1ccccc1)CC3
→ -3	-8	11	-1.2	-1	-0.6	0.6	0.4	15
CCS(=O)(=O)N1CCC(C(=O)Nc2cccc(F)c2)CC1
→ -1	-2	0	-1.1	-9	0.7	0.3	-1.9	35
CCN(CC)S(=O)(=O)c1ccc(N2CCOCC2)c(NC(=O)Cc2ccccc2F)c1
→ 2	-29	6	0.2	2	1.4	1.1	1.1	-21
COc1cc(S(=O)(=O)NCC2CCCO2)ccc1Br (stereo unspecified)
→ -5	-3	6	-6.9	-10	-1.1	1.6	-1.2	6
Cc1ccc(NS(=O)(=O)c2cccs2)cc1S(=O)(=O)N1CCCCCC1
→ -1	-16	2	-4.7	7	2.7	2.0	-5.4	10
OCCC1CN(CC#Cc2ccccc2)CCN1C1CCCC1 (stereo unspecified)
→ -2	7	3	-3.0	-3	-0.2	0.0	-2.9	31
Fc1ccc(NC(=S)N2CCCC2)cc1Cl
→ -3	2	-4	-1.9	-18	-1.2	-0.2	-2.5	0
CC(=O)Nc1ccc(OCCC[n+]2cccc(C(=O)[O-])c2)cc1
→ -9	-6	-26	-2.6	-16	-0.4	1.3	-4.1	4
c1ccc2sc(N3CCCN(Cc4nc(-c5cnccn5)no4)CC3)nc2c1
→ -1	-33	12	-2.6	-11	0.2	1.0	-2.7	40
COc1cccc(-n2c(SCC(=O)N3CCCC3)nc3c([nH]c4ccccc43)c2=O)c1
→ .	-2	1	-2.6	4	.	.	-1.8	.
Cc1ccc2cc(CN(Cc3ccco3)S(=O)(=O)c3c(C)ccc4nsnc34)c(=O)[nH]c2c1
→ -6	5	6	-1.1	-11	-1.0	-1.0	-2.8	-56
COc1cccc(N(C(=O)Cn2nnc(-c3cccs3)n2)C(C(=O)NC(C)C)c2ccc(C)o2)c1 (stereo unspecified)
→ -3	-10	1	0.2	1	-1.9	-0.1	2.4	20
CN(C)c1c(N)c(=O)oc2ccccc12
→ 3	-1	3	-1.1	-4	-0.2	0.3	-3.8	47
CCOC(=O)C1(CC2CC2)CCN(Cc2cn(C)c3ccccc23)CC1
→ -5	11	-14	-3.7	11	2.5	1.7	-3.5	10
COc1ccc(OC)c(CCNC(=O)CC2(CC3=NS(=O)(=O)c4ccccc4N3)CCCC2)c1
→ 11	-48	-20	-2.9	0	0.3	0.9	-1.2	25
Cc1ccc(N2C(=O)c3ccccc3C2=O)cc1
→ -1	-3	-4	-1.1	-15	-2.0	-1.4	-2.7	23

Complete entries, looked up by structure. Order of values: GalR3 antag | FID counter | NS3 helicase inh | IMP-1 inh | GPR7 antagonist | OXTR agonist | V1R ag counter | VIM-2 inh | PHOSPHO1 block
Results for Cc1ccc2cc(CN(Cc3ccco3)S(=O)(=O)c3c(C)ccc4nsnc34)c(=O)[nH]c2c1 : -6 | 5 | 6 | -1.1 | -11 | -1.0 | -1.0 | -2.8 | -56
Results for CCN(CC)S(=O)(=O)c1ccc(N2CCOCC2)c(NC(=O)Cc2ccccc2F)c1 : 2 | -29 | 6 | 0.2 | 2 | 1.4 | 1.1 | 1.1 | -21
Results for COc1cccc(N(C(=O)Cn2nnc(-c3cccs3)n2)C(C(=O)NC(C)C)c2ccc(C)o2)c1 (stereo unspecified) : -3 | -10 | 1 | 0.2 | 1 | -1.9 | -0.1 | 2.4 | 20
Results for COc1cc(S(=O)(=O)NCC2CCCO2)ccc1Br (stereo unspecified) : -5 | -3 | 6 | -6.9 | -10 | -1.1 | 1.6 | -1.2 | 6
Results for CC(=O)Nc1ccc(OCCC[n+]2cccc(C(=O)[O-])c2)cc1 : -9 | -6 | -26 | -2.6 | -16 | -0.4 | 1.3 | -4.1 | 4

Later entries:
molecule,GalR3 antag,FID counter,NS3 helicase inh,IMP-1 inh,GPR7 antagonist,OXTR agonist,V1R ag counter,VIM-2 inh,PHOSPHO1 block
CCOC(=O)c1c(CSc2cccs2)n(C)c2cc(Br)c(O)c(CN(C)C)c12,-10,8,-37,-1.7,7,-2.2,-0.8,0.7,32
CCOc1ccccc1N1CCN(Cc2ccco2)CC1,-6,4,-16,0.1,9,0.5,-0.3,-0.9,-7
CCO[C@@H]1OC(C(=O)NCc2nc3ccccc3[nH]2)=C[C@H](c2csc3ccccc23)[C@H]1CCCO,-6,-19,-26,-1.8,-11,2.3,0.9,-1.9,26
COc1ccc(OC)c(NC(=O)c2ccc3c(c2)CCN3S(C)(=O)=O)c1,-4,-24,-4,-1.5,-12,1.0,0.6,-1.2,40
CCOc1ccccc1NC(=O)CSc1nnc2ccc(-c3cccnc3)nn12,-2,-19,-11,-0.2,-15,0.8,-0.7,2.6,46
COc1ccc(OC)c(S(=O)(=O)n2cnc3ccccc32)c1,-11,-4,-4,-1.7,-5,0.2,0.5,-2.1,40
Cc1onc(C(=O)Nc2ccc3c(c2)OCO3)c1[N+](=O)[O-],.,-3,-5,-1.0,-15,0.1,0.7,-0.1,37
Cc1cccc(S(=O)(=O)C(C#N)c2nc3ccccc3nc2N2CC(C)OC(C)C2)c1 (stereo unspecified),0,-9,11,1.1,-5,4.1,2.6,-2.0,43
Fc1ccccc1NC(=S)N1CCN(C/C=C/c2ccccc2)CC1,-2,-1,-6,-4.0,8,6.0,4.2,-1.3,-5
O=C1CCCCN1CCC(=O)N1CCCC(Nc2ccccc2)C1 (stereo unspecified),-5,-8,10,-3.1,-11,-0.6,0.9,-1.5,34
Cc1ccc(S(=O)(=O)N(CC(O)CN2C(=O)NC(C)(C)C2=O)c2ccccc2)cc1 (stereo unspecified),-5,-15,-1,-1.6,-11,-0.6,-0.7,0.6,-4
O=S(=O)(c1ccccc1)n1c(C(O)c2ccccn2)cc2ccccc21 (stereo unspecified),-12,-17,-12,-4.5,-4,-0.4,0.7,1.0,-5
O=C1CCC2(C(=O)O)Sc3ccccc3N12 (stereo unspecified),-3,5,4,-2.5,0,-0.1,0.8,-4.2,23
CCC1CSC(Nc2ccc(C(=O)/C=C/c3ccc(Br)cc3)cc2)=N1 (stereo unspecified),-2,0,-16,-4.2,-4,-0.4,0.0,-0.8,-9
O=[N+]([O-])/C=C/c1cn(Cc2ccc(Cl)cc2)c2ccccc12,4,-4,3,-2.5,5,-0.8,0.9,0.9,-7
CC(CC(=O)NC(C)c1ccc2c(c1)OCCO2)c1ccccc1 (stereo unspecified),-11,-6,-4,-4.2,-5,-1.2,-0.3,-1.8,-10
